Assay outcomes deposited in PubChem by National Center for Advancing Translational Sciences (NCATS).
12-LOX inh = ALOX12 (human) lipoxygenase inhibition. AID 1671190. P18054. purified 12hLO, xylenol orange hydroperoxide absorbance. Potency, µM (titrated, usually from 108 µM), inactives show at the highest dose activity change, negative = inhibition, most hits filed as inhibitors. 580,000 compounds, 1.1% hits; also: potency is read from the fitted curve at half-maximal effect; % is scaled to controls: 0 for no effect and ±100 for the full control effect
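Purified human 12hLO at 150 nM in 25 mM Hepes, 0.01% Triton X-100, pH 7.0, preincubated 15 min at room temperature with compound. Reaction started with 40 uM arachidonic acid, 30 min at room temperature. Hydroperoxide measured by Fe-xylenol orange, 573/405 nm absorbance ratio.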
TRHR agonist = agonists of human TRH receptor. P34981. TRHR cells, calcium flux fluo-8, FDSS agonist mode. activation, % at 2 µM. 360,000 compounds, 0.18% hits. AID 493084; in the data active = activation above about 30%; also: 0% is about no effect
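TRHR-expressing cells loaded with fluo-8 calcium dye; 23 nL library compound pin-transferred, kinetic FDSS fluorescence (Ex 480/Em 530) recorded about 180 s for agonist-induced calcium release, before a 10 nM TRH EC20 addition for potentiator mode.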
Pol kappa inh = blocks human DNA polymerase kappa activity; AID 588579; 400,000 compounds, 0.53% hits; Potency, µM (top dose mostly 107 µM), without a hit: top-dose activity, negative = inhibition, usual class: inhibitors; purified Pol kappa, fluorescent DNA synthesis assay, 10 min; Q9UBT6; also: potency is read from the fitted curve at half-maximal effect; % is scaled to controls: 0 for no effect and ±100 for the full control effect
Target sequence (Q9UBT6 whole entry, looked up): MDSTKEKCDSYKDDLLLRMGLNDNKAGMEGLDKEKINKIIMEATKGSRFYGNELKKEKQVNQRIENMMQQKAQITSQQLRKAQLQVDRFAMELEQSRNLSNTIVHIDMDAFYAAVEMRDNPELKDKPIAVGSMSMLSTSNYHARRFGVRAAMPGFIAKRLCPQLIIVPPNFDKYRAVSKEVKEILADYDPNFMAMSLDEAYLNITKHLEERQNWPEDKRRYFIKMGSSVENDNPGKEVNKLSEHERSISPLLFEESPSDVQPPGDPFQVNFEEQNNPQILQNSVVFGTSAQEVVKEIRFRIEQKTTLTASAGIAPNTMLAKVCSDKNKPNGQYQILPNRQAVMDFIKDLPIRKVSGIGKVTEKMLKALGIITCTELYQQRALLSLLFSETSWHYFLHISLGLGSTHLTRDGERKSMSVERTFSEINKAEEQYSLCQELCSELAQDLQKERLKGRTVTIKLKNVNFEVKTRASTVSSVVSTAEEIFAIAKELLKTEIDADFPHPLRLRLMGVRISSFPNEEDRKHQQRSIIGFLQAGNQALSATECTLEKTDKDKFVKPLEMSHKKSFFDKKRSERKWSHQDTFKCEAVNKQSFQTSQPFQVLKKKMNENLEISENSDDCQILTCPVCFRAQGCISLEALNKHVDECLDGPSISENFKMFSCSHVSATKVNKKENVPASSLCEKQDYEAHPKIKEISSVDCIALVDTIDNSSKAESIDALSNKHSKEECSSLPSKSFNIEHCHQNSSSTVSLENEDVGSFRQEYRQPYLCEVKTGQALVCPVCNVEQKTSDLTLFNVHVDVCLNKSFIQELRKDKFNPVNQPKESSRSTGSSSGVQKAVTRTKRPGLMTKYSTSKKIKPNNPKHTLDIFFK
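10 nM Pol kappa was preincubated with compounds for 15 min at room temperature. Reaction started with 50 nM (final) substrate. Fluorescence read kinetically at 0 and 10 min.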
POLB inh = DNA polymerase beta (human) inhibition; Pol beta primer extension/strand displacement, fluorescence kinetic; Potency, µM (highest dose often 114 µM), inactives show at the highest dose activity change, negative = inhibition, most hits filed as inhibitors; 340,000 compounds, 1.3% hits; also: potency is read from the fitted curve at half-maximal effect; % is scaled to controls: 0 for no effect and ±100 for the full control effect
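Pol beta (10 nM) and compounds were preincubated 15 min at room temperature, then 50 nM substrate (final) started primer extension/strand displacement. Reads were taken at 0 and 10 min; concentration-response data were fitted to a four-parameter Hill equation.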
ERG Ets-DNA blk = ERG Ets/DNA interaction inhibition; P11308; fluorescence polarization, His-ERG Ets domain / labelled DNA; Potency, µM (top dose mostly 76.9 µM), for inactives: top-dose FP activity, negative = inhibition, hits mostly inhibitors; 370,000 compounds, 0.028% hits; active = well fitted inhibition curve with a large enough effect in the polarisation, with a control signal flat; inconclusive = small, poorly fitted or top-dose-only effect, or effect the other way, or a change in a side signal; inactive = no such curve, though single readings can be large or run the other way; the % refers to the polarisation;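 also: polarization taken with two DNA probes labelled with fluorescein and Texas red; potency is read from the fitted curve at half-maximal effect; % of control where 0% means no effect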
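His-tagged ERG Ets domain (1 uM in the protein solution; 300mM KCl, 50mM Tris-HCl, 1mM EDTA, 1mM DTT, pH 7.5) received compound, then a probe mix of 5 nM fluorescein-DNA and 100nM Texas-615-DNA. Fluorescence polarization was read for both dyes.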
Anesthetic bind = candidate novel general anesthetic via apoferritin binding; P02791; apoferritin/1-aminoanthracene competitive binding, fluorescence; Potency, µM (highest dose often 77.5 µM), for inactives: at the top dose activity change, negative = displacement, actives largely listed as inhibitors; 350,000 compounds, 0.074% hits; also: potency is read from the fitted curve at half-maximal effect; % is scaled to controls: 0 for no effect and ±100 for the full control effect; nearly all actives have a fitted effect of over 20% in size
Target sequence (P02791 2-175 limits assumed): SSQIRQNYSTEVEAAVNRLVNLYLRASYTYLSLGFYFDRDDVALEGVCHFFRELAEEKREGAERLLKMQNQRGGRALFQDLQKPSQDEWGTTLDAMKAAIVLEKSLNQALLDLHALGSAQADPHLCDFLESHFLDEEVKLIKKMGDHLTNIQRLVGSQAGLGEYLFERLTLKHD
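Steps: apoferritin (10 uM) was premixed with half-saturated 1-AMA in PBS, compounds were pin-transferred, plates stood 10 min at room temperature, fluorescence was read at 380/535 nm, and curves were fitted with a Hill equation.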
Pol iota inh = DNA polymerase iota (human) inhibition | Q9UNA4 | Pol iota fluorescent replication assay, 10 min | Potency, µM (titrated, usually from 115 µM), for inactives: top-dose activity, negative = inhibition, most hits filed as inhibitors | 390,000 compounds, 1% hits; also: potency is read from the fitted curve at half-maximal effect
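Pol iota at 10 nM preincubated 15 min with compounds at room temperature; reaction started with fluorescent substrate, 50 nM final. Fluorescence read kinetically at 0 and 10 min; buffer-only wells as negative control.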
BLM inh = inhibitors of human Bloom syndrome helicase BLM; AID 2528; P54132; Potency, µM (top dose mostly 56.1 µM), inactives show top-dose activity change, negative = inhibition, usual class: inhibitors; 350,000 compounds, 0.2% hits; recombinant BLM DNA unwinding, fluorescence dequenching;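 also: potency is read from the fitted curve at half-maximal effect; plate controls were vehicle for no effect and no enzyme for full effect; nearly all actives have a fitted effect of over 35% in size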
APE1 inh = APE1 (human) endonuclease inhibition | AID 2517 | 350,000 compounds, 0.35% hits | Potency, µM (titrated, usually from 65.8 µM), for the others: at the top dose activity change, negative = inhibition, actives largely listed as inhibitors | P27695 | recombinant APE1, TAMRA/BHQ-2 abasic DNA cleavage fluorescence;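 also: potency is read from the fitted curve at half-maximal effect; plate controls were vehicle for no effect and reference inhibitor for full effect; nearly all actives have a fitted effect of over 55% in size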
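0.75 nM APE1 + cpd, 15 min RT; start w/ 50 nM TAMRA/BHQ-2 THF-abasic dsDNA; kinetic fluor 525/598 nm ×3 reads @60 s; Δ(read3−read1); normalized to DMSO and NSC13755 control wells.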
* hit, by the source's call; ? = inconclusive; nt = no result given; [ ] = dose if it differs, or a comment. Unless noted, calls follow the shape of the dose curve; as a rule, active = well fitted curve in the direction sought with a large enough effect; inconclusive = small, poorly fitted or top-dose-only effect, or another doubt; inactive = no such curve, though single readings can be large; an effect the other way counts as inactive or inconclusive. The list is partial (hit frequency here may not be typical).

SMILES	12-LOX inh	TRHR agonist	Pol kappa inh	POLB inh	ERG Ets-DNA blk	Anesthetic bind	Pol iota inh	BLM inh	APE1 inh
Cc1cc(NC(=O)COc2ccc(C(C)(C)C)cc2)no1	-16%	-1.4	-14%	47%	-10%	?	17%	1%	51%[activator]
COc1cccc(N=CC=C2OC(C)(C)C(C)(C)O2)c1	-55%	0.3	-10%	-1%	-7%	-6%	36%[activator]	-7%	17%
CN(C(=O)Nc1cn(C)c(=O)c2ccccc12)c1ccccc1	7%	1.6	-11%	27%	4%	4%	?	-3%	nt
O=C1CCCc2nc(N3CCN(C(c4ccccc4)c4ccccc4)CC3)ncc21	0%	0.0	-5%	17%	-3%	?	14%	-6%	-9%
O=c1cc(N2CCCCC2)c(-c2ccccc2)nn1Cc1ccc(Cl)cc1Cl	?	-0.1	-23%	11%	-2%	-22%	0%	4%	-6%
CN(CC(=O)Nc1ccc(S(=O)(=O)N2CCCC2)cc1)CC(=O)Nc1ccc(F)c(F)c1F	3%	-0.1	-8%	0%	-6%	?	48%[activator]	-10%	19%
O=C(COc1ncnc2ccccc12)NC1CCS(=O)(=O)C1 (stereo not drawn)	-1%	0.7	-11%	5%	10%	-8%	8%	2%	0%
O=C(Nc1sc2c(c1C(=O)c1ccccc1)CCCC2)c1cccnc1	1%	0.1	-9%	99%	2%	-1%	10%	-2%	-11%
Cc1ccc2c(C)c(C(=O)N3CCC(c4nc5ccccc5s4)CC3)oc2c1C	-11%	0.8	7%	-4%	1%	4%	14%	-8%	nt
COc1ccc(Cc2nc3ccc(C(=O)N4CCC[C@H]4CO)cc3o2)cc1	6%	-1.9	-7%	61%	24%	-12%	5%	-2%	-8%
O=C(Nc1ccccc1F)Nc1cc(Cl)ccc1-n1cncn1	2%	0.9	-1%	107%	3%	1%	15%	2%	-2%
Cc1nc(NC(=O)CCN2C(=O)C3CC=CCC3C2=O)sc1C (stereo not drawn)	-15%	0.3	4%	-8%	1%	-11%	26%	-2%	10%
COc1cccc(CSc2nc(-c3ccccc3F)nc3c2Cc2c(CO)cnc(C)c2O3)c1	1%	0.4	1%	18%	5%	1%	16%	-1%	nt
COc1ccc(N2CCN(C(=O)c3ccc(COc4ccc5c(C)cc(=O)oc5c4)cc3)CC2)cc1	2%	-0.7	-7%	?	8%	6%	35%[activator]	-2%	-10%
COc1ccc(Cl)cc1NC(=O)CN(C)C(=O)c1cc2c(s1)CCC(C)C2 (stereo not drawn)	-14%	0.7	-6%	nt	1%	nt	13%	nt	-19%
COC(=O)Nc1cccn(Cc2c(Cl)cccc2Cl)c1=O	0%	-1.3	-5%	4%	-3%	-12%	28%	1%	-7%
CC1CCC2(CC1)NC(=O)N(CC(=O)NCCc1c[nH]c3ccccc13)C2=O (stereo not drawn)	0%	-0.2	-8%	nt	-10%	nt	52%[activator]	nt	12%
Cc1ccc(OCC(=O)Nc2ccc3c(c2)OC(F)(F)O3)c([N+](=O)[O-])n1	-29%	0.0	-12%	0%	-1%	-6%	4%	-2%	1%
CCSc1nc2cc(S(=O)(=O)N3CCOCC3)ccc2o1	?	nt	6%	nt	-21%	nt	-20%	nt	-2%
CC1CCC(NC(=O)C2CCN(c3c4c(nc5ncnn35)CCC4)CC2)CC1 (stereo not drawn)	nt	0.1	0%	17%	-4%	1%	40%[activator]	-4%	37%[activator]
CCOC(=O)C1=CN(Cc2ccco2)S(=O)(=O)N(C)C1CC (stereo not drawn)	-16%	nt	11%	nt	-1%	nt	26%	nt	25%
CCSc1nnc(NC(=O)c2cccnc2Cl)s1	0%	0.3	-2%	9%	-6%	-4%	31%[activator]	0%	-2%
O=C(c1cc2ccccc2o1)c1nc2c(n1O)CCCCC2	0%	-0.3	-14%	4%	-9%	-5%	-6%	-5%	-9%
COc1ccc(-c2c(C#N)c(N)nc3sc(C(=O)c4ccc(C)cc4)c(N)c23)cc1	-14%	4.3	-1%	23%	nt	6%	-1%	-3%	-5%
O=C(N/N=C/c1cccnc1)c1[nH]ncc1Br	69%[activator]	0.3	-11%	-2%	2%	-1%	123%[activator]	1%	5%
COc1ccc(OC)c(CC(=O)Nc2cc(S(=O)(=O)N3CCCCC3)ccc2C)c1	3%	-0.4	-11%	nt	0%	nt	-11%	nt	10%
CCCc1c(C)[nH]c2ccc(C(=O)O)cc2c1=S	2%	-0.5	32µM*	?	5%	36%[activator]	6.3µM*	-10%	22µM*
CC(C)NC(=O)CSc1ncccc1-c1nc2ccccc2[nH]1	0%	-0.3	4%	0%	8%	-6%	25%	-1%	19%
CCOC(=O)c1ccc(NC(=O)N2CCOc3ccccc32)cc1	-5%	0.8	-7%	-7%	-3%	7%	7%	-4%	nt
Cc1nnc(SCCCN2C(=O)c3ccccc3C2=O)o1	-8%	-0.8	-21%	?	8%	?	-4%	-2%	-1%
CC(=O)c1cccc(NC(=O)c2sc3nc4c(cc3c2N)CCCC4)c1	-28%	-1.1	9%	?	0%	-8%	-5%	-20%	nt
CCOc1ccccc1NC(=O)C1=C(C)Nc2ncnn2C1c1ccccn1 (stereo not drawn)	-18%	0.1	-11%[60.1 µM]	13%	2%	-11%	42%[activator]	-1%	nt
Cc1ccc(CNS(=O)(=O)c2cnc(N)nc2)cc1	-6%	0.1	-4%[60.1 µM]	19%	-7%	-9%	-6%	0%	nt
COc1ccc(/C=N/N(Cc2ccccc2)c2ccccc2)cc1O	?	0.1	-18%	7%	-3%	42%[activator]	68%[activator]	-12%	-6%
Cc1cc(C)c(NC(=O)CN2CCN(c3ccccn3)CC2)c(C)c1	?	0.6	-8%	18%	1%	-7%	-2%	-2%	-6%
Cc1ccc(C(=O)N/C(=C\c2cn(C)c3ccccc23)C(=O)NCCN2CCOCC2)cc1	-25%	0.5	-3%	41%	4%	-22%	-3%	2%	-15%
CSC1=NCCN1C(=O)Cc1cccs1	0%	0.9	-16%	-12%	-3%	-8%	5%	-5%	-8%
CC1CCC2(CC1)C(Nc1cccc(Cl)c1)=NC(=S)N2CC#N (stereo not drawn)	0%	-1.2	-8%	-2%	7%	-10%	-3%	-9%	0%
Cc1ccc(C(=O)NNC(=S)NC(=O)COc2ccccc2)cc1	?	-0.1	-19%	33%	nt	-12%	4%	0%	0%
CCOc1ccc(/C=N/NC(=O)C2CCCC2)c(OCC)c1	46%[activator]	-0.5	-9%	?	-5%	-5%	22%	0%	20%
CCCN(CC(=O)Nc1ccccc1C)C(=O)c1ccc(-c2ccc(C(C)=O)cc2)o1	nt	-0.6	-3%	nt	6%	nt	3%	nt	5%
CCCCC1CCC(C(=O)N2CC(=O)Nc3ccc(C)cc3C2c2ccc(F)cc2)CC1 (stereo not drawn)	?	-0.3	-21%	1%	6%	-5%	54%[activator]	-12%	nt
CC1CCN(C2CC(=O)N(c3ccc(Br)cc3Br)C2=O)CC1 (stereo not drawn)	-27%	0.2	-11%	-11%	-5%	-5%	6%	-1%	?
O=C(CN1C(=O)CCC1=O)NC(=O)NC1CCCC1	5%	-1.1	-6%	-15%	-3%	7%	44%[activator]	0%	10%
Cc1nn(-c2ccccc2)c2c1CC(=O)Nc1ccccc1-2	8%	nt	-1%	nt	7%	nt	15%	nt	nt
COC(=O)c1c(NC(=O)C(C)(C)C)sc2c1CCN(Cc1ccccc1)C2	?	-0.6	-10%	0%	0%	-10%	-15%	-7%	-7%
COc1ccc(CNC(=O)CSc2ncc(S(=O)(=O)c3ccc(C)c(Cl)c3)c(=O)[nH]2)cc1	?	0.2	-9%[60.1 µM]	12%	-1%	-13%	6%	2%	nt
O=c1c2ccccc2c2ccccc2c(=O)n1Cc1ccco1	-13%	1.5	-13%	13%	-1%	?	?	-2%	12%
Cc1ccc(C)c(N2N=C(C(=O)Nc3ccc(N4CCOCC4)cc3)CCC2=O)c1	nt	-0.5	-6%	nt	11%	nt	7%	nt	4%
O=C(NCCO)C1(c2ccccc2)CCCC1	13%	0.3	-5%	7%	2%	-8%	32%[activator]	-11%	11%
(list continues)
SMILES	12-LOX inh	TRHR agonist	Pol kappa inh	POLB inh	ERG Ets-DNA blk	Anesthetic bind	Pol iota inh	BLM inh	APE1 inh
O=C(NCc1ccccc1Cl)c1cc2cccc3c2n1CCS3	-26%	-0.7	-13%	-3%	-2%	91%[activator]	?	-14%	nt
Cn1c(=O)n(Cc2ccccc2)c(=O)c2c1nc(NCC1CCCO1)n2Cc1ccccc1 (stereo not drawn)	19%	-0.1	-6%	-25%	-2%	-14%	10%	-5%	-1%
CC(=O)C1=C(O)C(=O)N(c2nccs2)C1c1ccc(Br)cc1 (stereo not drawn)	?	0.2	-3%	22%	-13%	-3%	5%	-2%	8%
O=C(Nc1cccc(-c2nc3ccccc3s2)c1)C1=COCCO1	-11%	0.9	-5%	15%	-5%	-7%	1%	0%	?
CN1C(=O)CSc2ccc(NC(=O)NCc3cccnc3)cc21	1%	-0.1	-2%	1%	nt	-12%	-10%	-11%	0%
NC(=O)c1ccc[n+]([C@H]2O[C@@H](COP(=O)([O-])OP(=O)(O)OC[C@H]3O[C@@H](n4cnc5c(N)ncnc54)[C@H](O)[C@@H]3O)[C@H](O)[C@@H]2O)c1	nt	27	-17%	nt	-2%	nt	7%	nt	13%
CCc1cc2c(=O)oc(-c3ccc(Br)cc3)nc2s1	0%	-0.8	-8%	20%	-7%	1%	-5%	1%	-8%
